# Screens (PubChem BioAssay)
# RXFP1 ag: qHTS Assay for Agonists of the Relaxin Receptor RXFP1; HEK293T-RXFP1 cAMP TR-FRET, 30 min; response scale: percent of porcine relaxin response, buffer zero; Potency, µM (top dose mostly 57.5 µM), inactives show top-dose activation, actives largely listed as activators; actives 0.3% (n = 370,000); AID 2676, 2010; further: potency means the concentration at half of the fitted maximal effect; on the % scale 0 is the no-effect control and ±100 the full control effect; nearly all actives have a fitted effect of over 60% in size; many of its hits are not listed in these tables
#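 cAMP rise read by TR-FRET after 30 min, 37C compound exposure (up to 58 uM) in RXFP1-transfected HEK293 cells with Ro 20174 present. EC50 from Hill-equation fits, with 29 nM porcine relaxin as 100% and buffer as basal.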
# D1 potentiator: Potentiators of Human D1 Dopamine Receptor: qHTS. HEK293 TREx D1 cells, calcium flux, dopamine EC20 potentiation. potentiation, % at 10 µM. actives 0.036% (n = 360,000). AID 504651, 2011; in the data active means potentiation above about 30%; further: 0% is about no effect
# Target sequence (P21728 whole entry, looked up): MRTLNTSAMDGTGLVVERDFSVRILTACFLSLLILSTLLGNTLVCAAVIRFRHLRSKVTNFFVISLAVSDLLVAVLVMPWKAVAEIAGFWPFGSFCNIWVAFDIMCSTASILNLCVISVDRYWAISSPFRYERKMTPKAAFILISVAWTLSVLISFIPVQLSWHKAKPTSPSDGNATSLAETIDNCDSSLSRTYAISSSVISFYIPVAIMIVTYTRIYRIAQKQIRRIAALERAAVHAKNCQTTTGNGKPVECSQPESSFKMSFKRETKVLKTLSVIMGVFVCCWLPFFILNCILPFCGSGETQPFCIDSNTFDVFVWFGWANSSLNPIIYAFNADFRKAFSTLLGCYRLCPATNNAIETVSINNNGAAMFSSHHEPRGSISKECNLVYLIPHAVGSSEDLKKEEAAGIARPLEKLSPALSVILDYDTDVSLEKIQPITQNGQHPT
# D1 agonist: Allosteric Agonists of the Human D1 Dopamine Receptor: qHTS; D(1A) dopamine receptor (Homo sapiens), P21728; HEK293 T-REx D1 cells, calcium flux, agonist mode; activation, % at 2 µM; actives 1% (n = 360,000); AID 504660, 2011; in the data active means activation above about 30%; further: 0% is about no effect
#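 Agonism was scored from calcium flux recorded over 180 s (1 read/s) after pintool compound addition, following a 10-cycle baseline. Cells were inducible force-coupled HEK293 TREx D1, plated overnight at 30 C and loaded with no-wash calcium dye.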
# RXFP1 antag: qHTS Assay for Antagonists of the Relaxin Receptor RXFP1; Relaxin receptor 1 (Homo sapiens), Q9HBX9; HEK293-RXFP1, relaxin-stimulated cAMP HTRF, 30 min; stronger effect = lower value; activity change, negative = inhibition, % at 57.5 µM; actives 0.59% (n = 350,000);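 active means activity change of -60% or lower, but not beyond a set lower limit; inconclusive means change between -60% and -40%, or beyond the set limit; inactive means change above -40%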; further: on the % scale 0 is the no-effect control and ±100 the full control effect
# Apoferritin bind: qHTS Assay for Identification of Novel General Anesthetics; apoferritin/1-aminoanthracene competitive binding, fluorescence; Potency, µM (titrated, usually from 77.5 µM), for the others: at the highest dose activity change, negative = displacement, actives largely listed as inhibitors; actives 0.074% (n = 350,000); further: potency means the concentration at half of the fitted maximal effect; on the % scale 0 is the no-effect control and ±100 the full control effect; nearly all actives have a fitted effect of over 20% in size
# Target sequence (P02791 2-175 limits assumed): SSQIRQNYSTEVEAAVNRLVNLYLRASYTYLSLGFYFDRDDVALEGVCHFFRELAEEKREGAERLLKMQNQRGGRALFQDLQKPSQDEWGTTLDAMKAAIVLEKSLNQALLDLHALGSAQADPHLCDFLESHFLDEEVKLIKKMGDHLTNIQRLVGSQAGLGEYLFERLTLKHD
#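 Steps: apoferritin (10 uM) was premixed with half-saturated 1-AMA in PBS, compounds were pin-transferred, plates stood 10 min at room temperature, fluorescence was read at 380/535 nm, and curves were fitted with a Hill equation.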
# TRHR ag: qHTS for Small Molecule Agonists and Allosteric Enhancers of Human TRH Receptor: Primary Screen for Agonists | AID 493084, 2011 | TRHR cells, calcium flux fluo-8, FDSS agonist mode | activation, % at 2 µM | Thyrotropin-releasing hormone receptor (Homo sapiens), P34981 | actives 0.18% (n = 360,000); in the data active means activation above about 30%; further: 0% is about no effect
#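 Read-out: compound-evoked intracellular calcium rise in TRHR cells, fluo-8 dye, kinetic FDSS fluorescence at 1 s/cycle following a 10-cycle baseline. Cells cultured overnight before dye loading (30 min–1.5 h, RT).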
# D1 antag: Antagonist of Human D 1 Dopamine Receptor: qHTS; D(1A) dopamine receptor (Homo sapiens), P21728; HEK293 TREx D1 cells, calcium flux, dopamine EC80; stronger effect = lower value; activity change, negative = inhibition, % at 10 µM; actives 3.2% (n = 360,000); in the data active means activity change below about -30%; further: on the % scale 0 is the no-effect control and ±100 the full control effect
#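 Antagonism measured as reduced calcium response to an EC80 dopamine addition following 180 s compound pre-read; cells were inducible HEK293 Trex D1 plated overnight at 30 C, read kinetically at 1 cycle/sec.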
# D2 potentiator: HTS Assay for Positive Allosteric Modulators of the Human D2 Dopamine Receptor: Primary Screen for Potentiators. potentiation, % at 10 µM. HEK293 T-REx D2, calcium flux, EC20 dopamine potentiation. AID 485347, 2010. actives 0.34% (n = 340,000);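 active means potentiation over 3 SD above the plate norm, cut at about 30% in these data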; further: 0% is about no effect
# Target sequence (P14416 whole entry, looked up): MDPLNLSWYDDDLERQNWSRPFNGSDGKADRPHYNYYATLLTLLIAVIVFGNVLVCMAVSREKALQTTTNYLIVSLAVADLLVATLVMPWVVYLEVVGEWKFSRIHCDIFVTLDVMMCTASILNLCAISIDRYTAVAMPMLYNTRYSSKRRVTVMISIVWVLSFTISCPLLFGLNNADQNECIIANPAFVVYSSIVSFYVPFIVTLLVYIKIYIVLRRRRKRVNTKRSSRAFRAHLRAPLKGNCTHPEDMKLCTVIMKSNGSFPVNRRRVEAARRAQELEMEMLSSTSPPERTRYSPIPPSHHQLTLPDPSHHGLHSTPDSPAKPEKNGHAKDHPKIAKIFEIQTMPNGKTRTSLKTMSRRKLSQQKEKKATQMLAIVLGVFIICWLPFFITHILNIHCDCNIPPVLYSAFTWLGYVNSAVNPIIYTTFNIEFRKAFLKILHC
#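 Primary screen. Calcium kinetics in induced HEK293 T-REx D2 cells: compound pre-addition 180 s, EC20 dopamine, 180 s more.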
# TRHR PAM: qHTS for Small Molecule Agonists and Allosteric Enhancers of Human TRH Receptor: Primary Screen for Enhancers; TRHR cells, fluo-8 calcium fluorescence, EC20 TRH enhancement; enhancement, % at 2 µM; actives 0.66% (n = 360,000); AID 493056, 2011; in the data active means enhancement above about 30%; further: 0% is about no effect
#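 Enhancer read-out: after compound pinning and an initial kinetic agonist-mode read, an EC20 of TRH (10 nM final) was injected and fluo-8 calcium signal (Ex 480/Em 530) followed at 1 s/cycle for 100 cycles in TRHR-expressing cells.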
# * marks the source's active call; other numbers are inactive results; u = inconclusive; x = not tested or not shown; [ ] = another dose, or the depositor's remark. Unless noted, the call rests on the fitted dose curve; in most records, active means well fitted curve in the direction sought with a large enough effect; inconclusive means small, poorly fitted or top-dose-only effect, or another doubt; inactive means no such curve, though single readings can be large; an effect the other way counts as inactive or inconclusive.
SMILES,RXFP1 ag,D1 potentiator,D1 agonist,RXFP1 antag,Apoferritin bind,TRHR ag,D1 antag,D2 potentiator,TRHR PAM
O=S(=O)(Nc1cccc2ccccc12)c1cccs1,-0.9%,-3,1,-2,u,-0.9,-2,-2,-1
CC(C)(C)c1ccc(Oc2ccc(NC(=O)CCC(=O)OCC(=O)c3ccccc3)cc2)cc1,6.2%,-1,11,-4,u,0.6,-4,-4,5
CCc1ccc(-c2cn3c(n2)sc2cc(C(=O)NCCCc4ccccc4)ccc23)cc1,2.9%,-1,-1,0,-9%,-0.4,6,8,-8
CC(C)N1CCN(Cc2cccs2)CC1CCO (stereo not drawn),-0.5%,-12,7,-12,-3%,-0.4,-3,x,16
CCCCC(O)C(=O)Nc1cc(C(F)(F)F)ccc1Cl (stereo not drawn),x,0,2,x,x,-2.7,-18,x,1
COc1ccc(CC(=O)Nc2nc3c(s2)CC(C)CC3)cc1 (stereo not drawn),-2.7%,5,7,-13,u,0.2,-2,11,1
O=C(NC1CCCc2ccccc21)C1CCN(S(=O)(=O)c2cccc(C(F)(F)F)c2)CC1 (stereo not drawn),0.6%,0,8,x,1%,0.8,-11,3,-7
CC(C)C(NC(=O)c1ccc([N+](=O)[O-])cc1Cl)C(=O)N1CCCC1 (stereo not drawn),-0.1%,x,5,-11,1%,-1.2,18,11,0
Cc1cc(NC(=O)COc2ccc(Cl)cc2Cl)n(CCC#N)n1,3.0%,-4,3,-4,-8%,0.0,-20,-5,-6
COc1ccccc1OCC(=O)N1CCCCCCC1,0.5%,-2,5,1,u,0.6,0,2,3
Cn1nccc1C(=O)N(CCN1CCCCC1)CC1CCCN(C2CCCC2)C1 (stereo not drawn),-1.1%,3,2,-9,-4%,1.5,-15,18,-6
O=C(c1ccc(CS(=O)c2ccccc2Cl)o1)N1CCN(c2cccc(Cl)c2)CC1 (stereo not drawn),2.2%,-2,3,-19,-7%,-0.7,10,-2,-4
O=C(O)C1=C[C@H](c2cccs2)C[C@H](OCCCCO)O1,3.3%,-6,3,x,-16%,0.0,23,15,0
C#CCOCCOCCOCCNc1nc(N2CCOCC2)nc(N2CCN(C(=O)[C@H]([C@@H](C)CC)n3cc([C@@H](N)CC(C)C)nn3)CC2)n1,-0.1%,-1,-1,x,-8%,0.0,23,9,3
O=C(NCc1cccnc1)C1CCN(Cc2cc3ccccc3n2Cc2cccc(Cl)c2)CC1,-0.3%,-1,3,-10,8%,0.0,21,0,1
CCOC(=O)c1sc(=S)n(-c2ccccc2)c1N,-2.0%,-2,4,-1,6%,-0.1,23,x,8
COc1ccc(S(=O)(=O)CCC(=O)O)cc1,1.5%,7,0,-3,-1%,0.0,12,-10,3
COc1cccc(CNC(=O)C2CCN(C(=O)N3CC(C)Oc4ccccc43)CC2)c1 (stereo not drawn),0.3%,-11,1,9,-12%,0.1,-12,1,-9
Cn1nc(C(=O)N2CCc3ccccc32)c2ccccc2c1=O,-1.0%,2,-1,4,-9%,0.1,9,5,0
COc1cc(OC)c(NC(=O)CCNC(=O)Cn2cnc3ccccc3c2=O)cc1Cl,3.2%,-5,3,3,-11%,-0.6,-22,-15,28
COc1ccccc1CNC(=O)CN1c2cccc3cccc(c23)S1(=O)=O,3.5%,-2,6,10,x,-0.3,-4,-7,-2
COc1ccc(-c2noc(CCCC(=O)NCc3ccco3)n2)cc1OC,1.0%,-8,1,-5,-7%,-0.7,-2,4,-13
O=C(CSc1ccc(C(F)(F)F)cc1[N+](=O)[O-])N1CCOCC1,-6.5%,2,1,12,-9%,0.4,0,4,-9
COc1ccc(-n2nnnc2C2CCN(S(=O)(=O)c3cc(Cl)ccc3OC)CC2)cc1,1.8%,-3,4,5,61%[activator],1.8,1,4,-4
CCOc1ccc(C(C)C)cc1S(=O)(=O)N1CCOCC1,2.0%,6,-2,2,-4%,-0.1,-5,2,-1

# Shown with values ahead of the structure: 10 of the compounds above
RXFP1 ag,D1 potentiator,D1 agonist,RXFP1 antag,Apoferritin bind,TRHR ag,D1 antag,D2 potentiator,TRHR PAM,Structure
-2.0%,-2,4,-1,6%,-0.1,23,x,8,CCOC(=O)c1sc(=S)n(-c2ccccc2)c1N
1.5%,7,0,-3,-1%,0.0,12,-10,3,COc1ccc(S(=O)(=O)CCC(=O)O)cc1
0.3%,-11,1,9,-12%,0.1,-12,1,-9,COc1cccc(CNC(=O)C2CCN(C(=O)N3CC(C)Oc4ccccc43)CC2)c1 (stereo not drawn)
-1.0%,2,-1,4,-9%,0.1,9,5,0,Cn1nc(C(=O)N2CCc3ccccc32)c2ccccc2c1=O
3.2%,-5,3,3,-11%,-0.6,-22,-15,28,COc1cc(OC)c(NC(=O)CCNC(=O)Cn2cnc3ccccc3c2=O)cc1Cl
3.5%,-2,6,10,x,-0.3,-4,-7,-2,COc1ccccc1CNC(=O)CN1c2cccc3cccc(c23)S1(=O)=O
1.0%,-8,1,-5,-7%,-0.7,-2,4,-13,COc1ccc(-c2noc(CCCC(=O)NCc3ccco3)n2)cc1OC
-6.5%,2,1,12,-9%,0.4,0,4,-9,O=C(CSc1ccc(C(F)(F)F)cc1[N+](=O)[O-])N1CCOCC1
1.8%,-3,4,5,61%[activator],1.8,1,4,-4,COc1ccc(-n2nnnc2C2CCN(S(=O)(=O)c3cc(Cl)ccc3OC)CC2)cc1
2.0%,6,-2,2,-4%,-0.1,-5,2,-1,CCOc1ccc(C(C)C)cc1S(=O)(=O)N1CCOCC1

# Continued.
SMILES,RXFP1 ag,D1 potentiator,D1 agonist,RXFP1 antag,Apoferritin bind,TRHR ag,D1 antag,D2 potentiator,TRHR PAM
COc1ccc(N2CC(C(=O)NCCCN3CCOCC3)CC2=O)cc1 (stereo not drawn),1.7%,-4,6,0,-8%,0.8,18,6,0
COc1ccc2c(c1)c(C(=O)N/N=C/c1ccc(O)c(O)c1)c(C)n2C,1.3%,1,4,-23,-1%,0.0,5,1,3
CCc1ccc(NCc2cc3cc4c(cc3n(CC(=O)Nc3ccc(C)cc3)c2=O)OCO4)cc1,12%,-2,49*,x,-7%,-1.2,2,5,-6
COc1ccccc1C(=O)N1CC2(C)CC1CC(C)(C)C2 (stereo not drawn),-0.2%,-3,0,-9,-14%,-0.7,4,2,-2
Cc1nc2nc(NC(=O)c3ccc(F)cc3)[nH]n2c(=O)c1Cc1ccccc1,-6.2%,2,2,-12,-11%,-1.3,-6,-1,0
CC(=O)c1sc2nc(-c3ccccc3)cc(C)c2c1N,0.9%,-2,0,2,-7%,-1.2,-1,18,-3
CSCCCNC(=S)Nc1ccc(N2CCOCC2)cc1N1CCOCC1,-2.3%,-10,1,-3,-2%,1.0,6,1,-3
CCN(c1ccccc1)S(=O)(=O)c1ccc(Cl)c(C(=O)NCC2CCCO2)c1 (stereo not drawn),2.6%,3,1,1,-4%,-0.4,-6,31*,0
COc1cc(NC(=O)COC(=O)c2ccccc2SCC(=O)N2CCCC2)cc(OC)c1,0.1%,3,6,-7,x,-0.5,-6,7,0
O=C(NC1CC1)c1ccc(CS(=O)(=O)c2c(Cl)cccc2Cl)o1,1.6%,2,0,x,-1%,0.2,-3,-16,17
Cn1c(CN2CCN(c3cccc(Cl)c3)CC2)nc2ccccc21,1.6%,-3,1,0,-1%,0.3,2,-4,-2
O=C1Nc2ccc(Cl)cc2C(=O)C1(F)c1ccccc1 (stereo not drawn),0.0%,0,1,-2,-8%,0.6,2,-1,3
Cc1ccc(S(=O)(=O)N2CCOCC2)cc1NC(=O)COC(=O)c1cc(=O)[nH]c2ccccc12,17%,-4,25,10,-1%,0.3,-41*,1,-16
CCOC(=O)C1CCN(C(=O)c2ccc(SC)cc2OC)CC1,1.3%,0,3,-7,3%,0.0,0,7,3
CC(OC(=O)c1cccc(-n2cnnn2)c1)C(=O)Nc1ccc(F)cc1 (stereo not drawn),-0.8%,1,5,3,-3%,-0.1,-24,1,0
[O-][n+]1onc2c1CCC1N(O)C(c3ccccc3)CC21O (stereo not drawn),2.2%,-2,5,7,-10%,0.1,13,-9,-2
Cc1cc(C(=O)NNC(=O)c2ccccc2[N+](=O)[O-])c(C)o1,0.4%,x,1,10,x,-0.1,-11,-9,8
O=C(CCc1nnc(-c2ccsc2)o1)N1CCc2c(Cl)cccc2C1,0.5%,3,-1,-2,-16%,-0.6,8,11,10
Oc1c(/C=N/c2ccccn2)sc2ccccc12,-0.9%,-2,14,2,5%,6.7,10,x,41*
Cc1cccc(NC(=S)NCC(C)CSc2ccc(Cl)cc2)c1 (stereo not drawn),1.9%,-3,12,-2,14%,0.7,-6,-5,-11
Sc1nnc(-c2ccc(Cl)cc2)n1Cc1ccccc1,0.9%,5,1,-19,x,-0.4,4,-1,1
CCOc1ccccc1-n1c(=S)sc2c(=O)n(-c3ccc(F)cc3)c(SCC(=O)O)nc21,3.3%,-3,3,-2,5%,0.8,11,1,-3
CCOc1ccc(S(=O)(=O)NCCC(=O)NC2=NCCS2)cc1,0.9%,-5,3,0,-11%,0.3,3,16,7
COc1cccc2cc(C(N)=O)oc12,3.4%,0,1,0,-7%,0.4,x,6,-4
O=C(CCC(=O)N1CCN(c2ccccn2)CC1)c1ccc(Cl)s1,-1.4%,-5,4,-8,x,2.0,-14,1,10

# One compound at a time, from the list above.
# O=C(CCC(=O)N1CCN(c2ccccn2)CC1)c1ccc(Cl)s1 in the list: RXFP1 ag = -1.4%; D1 potentiator = -5; D1 agonist = 4; RXFP1 antag = -8; Apoferritin bind = x; TRHR ag = 2.0; D1 antag = -14; D2 potentiator = 1; TRHR PAM = 10
# COc1cc(OC)c(NC(=O)CCNC(=O)Cn2cnc3ccccc3c2=O)cc1Cl in the list: RXFP1 ag = 3.2%; D1 potentiator = -5; D1 agonist = 3; RXFP1 antag = 3; Apoferritin bind = -11%; TRHR ag = -0.6; D1 antag = -22; D2 potentiator = -15; TRHR PAM = 28

# A portion of the library (hit frequency here may not be typical).
